Source: PubChem
4MU fluor: 4-MU region autofluorescence; compound autofluorescence, 340/450 nm, 4-MU equivalents; active compounds read high; 59,000 compounds, 11% hits; max dye-equivalent concentration, M; in the data active = max dye-equivalent concentration above about 10 nM; inconclusive = mostly about 1.1 nM to 9.6 nM
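Compounds in 100 mM Tris, pH 8.0, sat 15 min at room temperature before fluorescence was read at 340 nm excitation/450 nm emission; a per-plate six-point 4-MU standard curve converted signals to dye-equivalent concentration at each compound concentration.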
15-hLO inh: blocks human 15-lipoxygenase activity; Potency, µM (series often up to 57.1 µM), without a hit: at the top dose activity change, negative = inhibition, hits mostly inhibitors; 74,000 compounds, 1.4% hits; purified 15hLO-1, xylenol orange hydroperoxide absorbance; AID 887; also: potency is read from the fitted curve at half-maximal effect; % is scaled to controls: 0 for no effect and ±100 for the full control effect; nearly all actives have a fitted effect of over 55% in size
Target sequence (P16050 whole entry, looked up): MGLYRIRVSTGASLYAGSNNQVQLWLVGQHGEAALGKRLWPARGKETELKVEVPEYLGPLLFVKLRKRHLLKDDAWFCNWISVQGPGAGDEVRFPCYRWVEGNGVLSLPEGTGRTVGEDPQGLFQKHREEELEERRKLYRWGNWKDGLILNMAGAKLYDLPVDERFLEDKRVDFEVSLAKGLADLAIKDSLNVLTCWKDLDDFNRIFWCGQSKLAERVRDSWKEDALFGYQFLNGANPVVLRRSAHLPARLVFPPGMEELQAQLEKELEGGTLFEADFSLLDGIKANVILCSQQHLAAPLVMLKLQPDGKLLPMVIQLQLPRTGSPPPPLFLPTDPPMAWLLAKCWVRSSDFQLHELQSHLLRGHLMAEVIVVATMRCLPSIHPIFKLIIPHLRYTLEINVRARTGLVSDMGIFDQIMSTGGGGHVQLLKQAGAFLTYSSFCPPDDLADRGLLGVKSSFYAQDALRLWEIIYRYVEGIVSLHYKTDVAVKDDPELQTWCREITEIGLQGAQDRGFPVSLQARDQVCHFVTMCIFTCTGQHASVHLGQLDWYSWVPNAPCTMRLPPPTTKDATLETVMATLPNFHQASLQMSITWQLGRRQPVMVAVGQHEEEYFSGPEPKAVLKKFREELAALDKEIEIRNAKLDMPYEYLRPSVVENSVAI
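Purified human 15hLO-1 (40 nM) in 25 mM Hepes pH 7.5, 0.01% Triton X-100, preincubated 15 min RT with compound, then 50 uM arachidonic acid for 6 min. Hydroperoxide read by ferrous/xylenol orange, 30 min; 573/405 nm absorbance ratio gave progress.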
CRE Fsk mod: modulators of forskolin-stimulated CRE signaling in CHO cells; CHO CRE-bla reporter (cAMP response element driving beta-lactamase), forskolin EC10, beta-lactamase ratio; Potency, µM (doses to about 38.2 µM), inactives show at the highest dose activity change, negative = inhibition, usual class: activators; 71,000 compounds, 2.5% hits; active = well fitted activation curve with a large enough effect in the signal ratio, with a control signal flat, not every such curve was filed as active; inconclusive = small, poorly fitted or top-dose-only effect, or effect the other way, or a change in a side signal; the % refers to the signal ratio; also: potency is read from the fitted curve at half-maximal effect; % of control where 0% means no effect
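qHTS titration format; CRE-bla CHO reporter; stimulus EC10 NKH 477, a water-soluble forskolin. Read: CCF4 460/530 nm ratio. Potency expressed as AC50 for activators or inhibitors.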
Hsp90 Hop PPI: changes Hsp90-Hop TPR2A binding signal, up or down. AlphaScreen TPR2A-His6 binding biotin-Hsp90 C-terminal peptide. Potency, µM (series often up to 57 µM), inactives show at the top dose activity change, negative = inhibition. 71,000 compounds, 0.44% hits; active = well fitted curve in either direction with a large enough effect; inconclusive = small, poorly fitted or top-dose-only effect, or another doubt; also: potency is read from the fitted curve at half-maximal effect; % is scaled to controls: 0 for no effect and ±100 for the full control effect; many of its hits are not listed in these tables
UbGFP stabilizer: inhibits proteasome, raising ubiquitin-GFP reporter fluorescence; Potency, µM (titrated, usually from 45.9 µM), for the others: at the highest dose activation (GFP accumulation), most hits filed as activators; Ubiquitin-GFP reporter cells, proteasome inhibition, GFP fluorescence; response scale: untreated = 0%, 10 µM MG-132 = 100%; AID 526; 67,000 tested, under 10 active; active = well fitted activation curve with a large enough effect, not every such curve was filed as active; inconclusive = small, poorly fitted or top-dose-only effect, or another doubt; inactive = no such curve, though single readings can be large or run the other way; also: potency is read from the fitted curve at half-maximal effect
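U2OS cells expressing ubiquitin(G76V)-GFP, seeded overnight in 0.5% FBS medium, then treated 4 hr at 37 C across 46 uM to 2.9 nM. GFP-positive cells counted by laser cytometry (488 ex/515 em); %activity scaled between basal and 10 uM MG-132.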
A350 fluor: compounds fluorescent in Alexa 350 spectral region. AID 590. Compound autofluorescence, 340/450 nm, Alexa 350 dye-equivalents; active compounds read high. max dye-equivalent concentration, M. 59,000 compounds, 11% hits; in the data active = max dye-equivalent concentration above about 10 nM; inconclusive = mostly about 1.1 nM to 9.6 nM
BRCT PPI red: inhibitors of human BRCA1 BRCT-phosphoprotein interaction (red fluorophore); Potency, µM (doses to about 76.9 µM), for the others: top-dose activity change, negative = inhibition, most hits filed as inhibitors; BRCT-phosphopeptide binding, red fluorescence polarization; 75,000 compounds, 0.03% hits; P38398; also: % is scaled to controls: 0 for no effect and ±100 for the full control effect
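Fluorescence polarization: 100 nM His-tagged BRCA1 BRCT with 100 nM TAMRA-labelled phospho-BACH1 decapeptide, phosphate buffer pH 7.3 with 150 mM NaCl, DTT, 0.01% Tween 20; 12 min RT. Binding inhibition seen as FP decrease.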
GFP derepression: epigenetic modulators derepressing GFP locus in mouse cells. 68,000 compounds, 0.09% hits. AID 597. Potency, µM (highest dose often 46.1 µM), for the others: top-dose GFP derepression (activation). mouse C127i GFP locus derepression, cytometry, 30 h; also: % of control where 0% means no effect
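Locus derepression in mouse mammary C127i cells whose integrated CMV-GFP reporter is normally silent; GFP expression after 30 h compound treatment was quantified by counting fluorescent cells.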
HBB splicing: hemoglobin beta splicing modulation; HBB splicing reporter cell assay, activation; EGFP reporter with mutant IVS2-654 intron; response scale: normalised to 500 nM splice-correcting PNA; Potency, µM (series often up to 46.1 µM), without a hit: at the highest dose activation, actives largely listed as activators; 65,000 compounds, 0.06% hits; AID 925; also: potency is read from the fitted curve at half-maximal effect; 0% is about no effect
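HeLa cells stably expressing EGFP interrupted by mutant beta-globin intron 2 (IVS2-654), 500/well in 2% FCS. Treated with compound for 2 days at 37C. Splicing correction scored as total well GFP intensity (488 nm excitation, 500-520 nm emission); 500 nM antisense PNA served as control.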
BRCT PPI green: BRCA1 BRCT-phosphoprotein interaction inhibition. BRCA1 BRCT-phosphopeptide binding, green fluorescence polarization. P38398. 75,000 compounds, 0.05% hits. Potency, µM (doses to about 76.9 µM), inactives show at the highest dose activity change, negative = inhibition, hits mostly inhibitors;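 also: potency is read from the fitted curve at half-maximal effect; plate controls were peptide without protein for full effect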
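Fluorescence polarization: His-tagged BRCT (~35 kDa BRCA1 C-terminus, 250 nM) bound to 100 nM fluorescein-labeled phosphorylated 10-aa BACH1 peptide, pH 7.3 phosphate buffer with DTT and Tween 20. Compounds incubated 12 min at room temperature; inhibition read as lowered polarization.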
DNA Pol III inh: blocks replication by bacterial DNA polymerase III holoenzyme. reconstituted DNA polymerase III holoenzyme replication, biochemical. Potency, µM (series often up to 57.1 µM), without a hit: at the top dose activity change, negative = inhibition. AID 603. 71,000 compounds, 0.25% hits; also: potency is read from the fitted curve at half-maximal effect; % is scaled to controls: 0 for no effect and ±100 for the full control effect
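Reconstituted *E. coli* holoenzyme (0.35 nM Pol III, 1 nM beta, 154 nM SSB, 2 nM primase) was preincubated with compound for 15 min at RT. Synthesis on 1.4 nM ssM13Gori ran 35 min, then was stopped with PicoGreen/EDTA and read as dsDNA fluorescence.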
The depositor's hits bear a star; [ ] = remark or other dose. Unless noted, calls follow the shape of the dose curve; as a rule, active = well fitted curve in the direction sought with a large enough effect; inconclusive = small, poorly fitted or top-dose-only effect, or another doubt; inactive = no such curve, though single readings can be large; an effect the other way counts as inactive or inconclusive. Rows are unselected. About 12% of those tested had a hit in this group.

What do the screens show for `CCOC(=O)C1CCN(C(=O)CCc2ccccc2)CC1`?
4MU fluor: inactive; 15-hLO inh: 6%; CRE Fsk mod: -2%; Hsp90 Hop PPI: 2%; UbGFP stabilizer: 1%; A350 fluor: inactive; BRCT PPI red: -0.5%; GFP derepression: 7%; HBB splicing: -0.7%; BRCT PPI green: -2.1%; DNA Pol III inh: -2%

What do the screens show for `Cc1ccc2[nH]c(=O)c(CN(Cc3ccco3)S(=O)(=O)c3c(C)ccc4nsnc34)cc2c1`?
4MU fluor: inconclusive; 15-hLO inh: inconclusive; CRE Fsk mod: inconclusive; Hsp90 Hop PPI: -2%; UbGFP stabilizer: -1%; A350 fluor: 1.7e-08M*; BRCT PPI red: -4.3%; GFP derepression: -1%; HBB splicing: 1.2%; BRCT PPI green: -0.6%; DNA Pol III inh: -6%

Results for Cc1ccccc1NS(=O)(=O)c1ccc2[nH]cc(C(=O)N(C)Cc3ccco3)c(=O)c2c1 ?
4MU fluor: inconclusive; 15-hLO inh: -31%; CRE Fsk mod: inconclusive; Hsp90 Hop PPI: -1%; UbGFP stabilizer: 2%; A350 fluor: inconclusive; BRCT PPI red: -2.1%; GFP derepression: 0%; HBB splicing: 4.1%; BRCT PPI green: -1.4%; DNA Pol III inh: -7%

How did CC(C)(CCC(C)(C)c1ccccc1)c1ccccc1 do in these assays?
4MU fluor: inactive; 15-hLO inh: 0%[11.4 µM]; CRE Fsk mod: 1%[7.6 µM]; Hsp90 Hop PPI: -5%[11 µM]; UbGFP stabilizer: -6%[9.17 µM]; A350 fluor: inactive; BRCT PPI red: 0.3%[15.4 µM]; GFP derepression: -3%[9.22 µM]; HBB splicing: 0.6%[9.22 µM]; BRCT PPI green: 1.5%[15.4 µM]; DNA Pol III inh: -8%[11.4 µM]

How did O=C(NCCc1ccc(S(=O)(=O)N2CCCC2)cc1)c1cccs1 do in these assays?
15-hLO inh: 2%; CRE Fsk mod: -7%; Hsp90 Hop PPI: 3%; UbGFP stabilizer: -17%; BRCT PPI red: -0.7%; GFP derepression: 1%; HBB splicing: 0.1%[9.22 µM]; BRCT PPI green: -1.3%; DNA Pol III inh: 6%

What do the screens show for `Cc1cc(C)cc(NC(=O)CN(C)S(=O)(=O)c2cccc3nsnc23)c1`?
4MU fluor: inactive; 15-hLO inh: 1%; CRE Fsk mod: -17%; Hsp90 Hop PPI: -2%; UbGFP stabilizer: 0%; A350 fluor: inactive; BRCT PPI red: 0.5%; GFP derepression: 2%; HBB splicing: 2.9%; BRCT PPI green: -2.2%; DNA Pol III inh: 4%

How did O=C(Nc1ccc2oc(-c3ccccc3F)nc2c1)c1cncc(Br)c1 do in these assays?
4MU fluor: inactive; 15-hLO inh: -6%; CRE Fsk mod: 0.5µM*; Hsp90 Hop PPI: -5%; UbGFP stabilizer: -5%; A350 fluor: inactive; BRCT PPI red: -1.1%; GFP derepression: -3%; HBB splicing: 4.2%; BRCT PPI green: -0.6%; DNA Pol III inh: -7%

How did O=S(=O)(NC1CCCCCC1)c1cccc2cccnc12 do in these assays?
4MU fluor: inactive; 15-hLO inh: -8%; CRE Fsk mod: -6%; Hsp90 Hop PPI: 1%; UbGFP stabilizer: 6%; A350 fluor: inactive; BRCT PPI red: 0.3%; GFP derepression: -5%; HBB splicing: 4.9%; BRCT PPI green: -1.0%; DNA Pol III inh: -1%

What do the screens show for `N#Cc1c2c(c(NCc3ccco3)n3c1nc1ccccc13)CCC2`?
15-hLO inh: 5µM*; CRE Fsk mod: inconclusive; Hsp90 Hop PPI: inconclusive; UbGFP stabilizer: -8%; BRCT PPI red: -1.1%; GFP derepression: 18%; HBB splicing: 0.7%; BRCT PPI green: 1.9%; DNA Pol III inh: -8%

What do the screens show for `CCOc1cccc2cc(-c3nnc(-c4ccccc4)o3)c(=O)oc12`?
4MU fluor: 2.6e-08M*; 15-hLO inh: -2%; CRE Fsk mod: inconclusive; Hsp90 Hop PPI: -8%; UbGFP stabilizer: 8%; A350 fluor: 2.6e-08M*; BRCT PPI red: -2.3%; GFP derepression: -1%; HBB splicing: -3.3%; BRCT PPI green: -4.4%; DNA Pol III inh: -13%

Results for CCOC(=O)c1c(NC(=O)C(F)(OC)C(F)(F)F)sc(C(=O)N2CCCCC2)c1C (configuration not stated) ?
4MU fluor: inactive; 15-hLO inh: -8%; CRE Fsk mod: inconclusive; Hsp90 Hop PPI: -1%; UbGFP stabilizer: -13%; A350 fluor: inactive; BRCT PPI red: -1.6%; GFP derepression: 4%; HBB splicing: -0.3%; BRCT PPI green: -3.8%; DNA Pol III inh: -4%

What do the screens show for `CCOC(=O)CN1CC23C=CC(O2)C(C(=O)NC2CCCCCC2)C3C1=O` (configuration not stated)?
15-hLO inh: -3%; CRE Fsk mod: -2%; Hsp90 Hop PPI: -4%; UbGFP stabilizer: 6%; BRCT PPI red: -0.7%; GFP derepression: 7%; HBB splicing: 0.5%; BRCT PPI green: -1.4%; DNA Pol III inh: -11%

Results for Cc1ccc2c(c1)-c1c(cnn1CC(=O)O)CO2 ?
4MU fluor: inactive; 15-hLO inh: 10%; CRE Fsk mod: -5%; Hsp90 Hop PPI: -9%; UbGFP stabilizer: -9%; A350 fluor: inactive; BRCT PPI red: -2.3%; GFP derepression: -1%; HBB splicing: -1.3%; BRCT PPI green: -0.8%; DNA Pol III inh: -3%

What do the screens show for `CC(=O)N1CC=CC1(CC(C)C)C(=O)NCc1ccc(C)o1` (configuration not stated)?
15-hLO inh: -2%; CRE Fsk mod: -5%; Hsp90 Hop PPI: -4%; BRCT PPI red: 0.0%; HBB splicing: -0.7%; BRCT PPI green: -2.2%; DNA Pol III inh: -5%

How did OC1c2ccccc2-c2nc3ccccc3cc21 (configuration not stated) do in these assays?
CRE Fsk mod: 10%; Hsp90 Hop PPI: -9%; BRCT PPI red: -5.1%; HBB splicing: 3.3%; BRCT PPI green: -1.4%; DNA Pol III inh: -10%

Results for COc1ccc(C(=O)COC(=O)CCn2nnc(-c3cccc(O)c3OC)n2)cc1 ?
4MU fluor: inactive; 15-hLO inh: 12%; CRE Fsk mod: -1%; Hsp90 Hop PPI: -2%; UbGFP stabilizer: -2%; A350 fluor: inactive; BRCT PPI red: -3.0%; GFP derepression: 1%; BRCT PPI green: -2.7%; DNA Pol III inh: -6%

Results for O=C(c1ccc2c(c1)c(=O)oc1ccccc12)N1CCCCC1 ?
4MU fluor: inactive; 15-hLO inh: -14%; CRE Fsk mod: inconclusive; Hsp90 Hop PPI: -2%; UbGFP stabilizer: 0%; A350 fluor: inactive; BRCT PPI red: 0.6%; GFP derepression: 0%; HBB splicing: -7.5%[57.5 µM]; BRCT PPI green: -0.6%; DNA Pol III inh: -6%

What do the screens show for `CC(C)(C)NC(=O)C(c1ccccn1)N(C(=O)c1ccc2c(c1)OCCO2)C1CCCC1` (configuration not stated)?
4MU fluor: inactive; 15-hLO inh: 1%; CRE Fsk mod: -5%; Hsp90 Hop PPI: -1%; UbGFP stabilizer: 1%; A350 fluor: inactive; BRCT PPI red: 1.1%; GFP derepression: 0%; BRCT PPI green: -0.8%; DNA Pol III inh: -2%

Results for CN1C(=O)CC(N2CCN(c3ccccn3)CC2)C1=O (configuration not stated) ?
15-hLO inh: 12%; CRE Fsk mod: 0%; Hsp90 Hop PPI: inconclusive; UbGFP stabilizer: 0%; BRCT PPI red: 2.3%; GFP derepression: 2%; HBB splicing: 0.7%; BRCT PPI green: 0.1%; DNA Pol III inh: 5%

What do the screens show for `Cc1nn2c(NCCCN3CCOCC3)c3c(nc2c1-c1ccccc1)CCC3`?
4MU fluor: 1.1e-07M*; 15-hLO inh: 0%; CRE Fsk mod: 0%; Hsp90 Hop PPI: -1%; UbGFP stabilizer: 8%; A350 fluor: 1.5e-07M*; BRCT PPI red: 0.3%; GFP derepression: 0%; HBB splicing: -1.5%[57.5 µM]; BRCT PPI green: -2.6%; DNA Pol III inh: 2%

What do the screens show for `CC(=O)OCCC(C)C`?
15-hLO inh: 2%; CRE Fsk mod: -10%; Hsp90 Hop PPI: -1%; BRCT PPI red: 0.8%; HBB splicing: 0.1%; BRCT PPI green: -0.3%; DNA Pol III inh: -1%
